# Mcl1 Bid PPI – Mcl-1/Bid binding inhibitors, primary screen, biochemical, TR-FRET, 1536-well; Induced myeloid leukemia cell differentiation protein Mcl-1 (Homo sapiens), Q07820; TR-FRET Mcl-1/Bid-Dy647 peptide binding; inhibition, % at 21.7 µM; 220,000 tested, 0.97% active;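 active = compounds that cut the binding signal by more than half at the single screening dose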;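 also: His-tagged Mcl-1 with europium anti-His antibody binding Bid BH3 peptide; 0% = Mcl-1 plus peptide wells and 100% = peptide-only wells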
# Target sequence (Q07820 whole entry, looked up): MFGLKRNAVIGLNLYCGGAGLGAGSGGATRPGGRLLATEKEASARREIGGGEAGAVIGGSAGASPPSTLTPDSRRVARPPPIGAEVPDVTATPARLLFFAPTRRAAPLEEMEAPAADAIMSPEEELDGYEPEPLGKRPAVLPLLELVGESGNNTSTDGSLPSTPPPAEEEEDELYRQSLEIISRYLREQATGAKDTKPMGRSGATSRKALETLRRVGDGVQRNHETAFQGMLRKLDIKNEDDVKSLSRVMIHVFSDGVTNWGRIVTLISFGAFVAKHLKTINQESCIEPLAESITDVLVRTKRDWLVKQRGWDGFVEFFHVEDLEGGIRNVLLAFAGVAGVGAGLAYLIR
# Cdc42 wt – modulators of GTP binding to wildtype Cdc42, primary screen, biochemical, multiplex bead flow cytometry, Bodipy-GTP; AID 761, 2007; percent activity (GTP binding), % at 10 µM; GST-Cdc42 beads; actives lie on both sides; Cell division control protein 42 homolog (Homo sapiens), P60953; 190,000 tested, 0.2% active;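 active = percent activity GTP binding at least 20 points away from the 100% baseline, either down as inhibitor or up as activator; inconclusive = compound flagged as likely green fluorescent from well-wide comparison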;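 also: median bead fluorescence of bound Bodipy-FL-GTP at 100 nM; 0% = excess unlabeled GTP control and 100% = no compound control; below 100% means less GTP binding so inhibitor and above means activator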
# Target sequence (P60953 whole entry, looked up): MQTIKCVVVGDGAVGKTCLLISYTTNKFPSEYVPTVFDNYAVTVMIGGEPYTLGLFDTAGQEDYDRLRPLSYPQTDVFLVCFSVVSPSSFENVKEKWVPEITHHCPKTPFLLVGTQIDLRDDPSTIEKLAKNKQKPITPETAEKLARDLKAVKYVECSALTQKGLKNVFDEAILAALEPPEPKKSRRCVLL
# Mcl1 Noxa PPI – Mcl-1/Noxa binding inhibitors, primary screen, biochemical, TR-FRET, 1536-well | Induced myeloid leukemia cell differentiation protein Mcl-1 (Homo sapiens), Q07820 | TR-FRET Mcl-1/Noxa peptide binding, 2 h | inhibition, % at 21.7 µM | 220,000 tested, 1.5% active;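 active = compounds that cut the protein-peptide binding signal by more than 50% relative to plate controls in a single-dose test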;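 also: His-tagged Mcl-1 with rhodamine Noxa BH3 peptide and terbium anti-His antibody; 0% = Mcl-1 plus Noxa peptide wells and 100% = peptide-only wells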
# Mcl-1 Bim block – inhibitors of Bim peptide binding to Mcl-1, primary screen, biochemical, bead-based flow cytometry, multiplex. Bim peptide-Mcl-1 binding. Induced myeloid leukemia cell differentiation protein Mcl-1 (Homo sapiens), Q07820. 190,000 tested, 0.1% active. inhibition, % at 10 µM; in the data active = inhibition above about 40%;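 also: 0% = no compound tracer wells and 100% = peptide blocker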
# Rac1 wt GTP bind – wildtype Rac1 GTP binding modulators, primary screen, biochemical, GST-Rac1 beads, flow cytometry, multiplex; fluorescent GTP binding; actives lie on both sides; 0 = cold GTP competed, 100 = untreated; 190,000 tested, 0.27% active; Ras-related C3 botulinum toxin substrate 1 (Homo sapiens), P63000; AID 757, 2007; GTP binding activity (% of control), % at 10 µM;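 active = GTP binding activity at least 20 points away from the 100% control level, either lower or higher; inconclusive = compound flagged as likely green fluorescent, judged across all proteins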
# Rac1 mut GTP – GTP binding modulators of activated mutant Rac1, primary screen, biochemical, bead-based flow cytometry, multiplex, fluorescent GTP; 190,000 tested, 0.11% active; Ras-related C3 botulinum toxin substrate 1 (Homo sapiens), P63000; percent activity (GTP binding), % at 10 µM; AID 764, 2007; GST-Rac1 activated beads; actives lie on both sides; 100% means binding = to untreated wells;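 active = GTP binding at least 20 percentage points away from the 100% baseline, in either direction, so actives lie on both sides; inconclusive = Compound likely fluorescent itself, or too few beads counted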
# Rab7 wt modul – modulators of GTP binding to Rab7, primary screen, biochemical, wildtype, multiplex bead flow cytometry. GTP binding activity (percent of control), % at 10 µM. 190,000 tested, 0.055% active. GST-Rab7 beads, fluorescent GTP binding; actives lie on both sides; untreated = 100%, excess cold GTP = 0%. Rab7 GTPase wild type (dog), Bodipy-FL-GTP binding. AID 758, 2007;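 active = fluorescent GTP binding to Rab7 beads changed by at least 20 points from the 100% baseline, either direction, mostly lower; inconclusive = compound itself probably fluorescent, or too few beads counted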;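 also: median green fluorescence of bound Bodipy-FL-GTP per Rab7 bead population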
# HRas wt GTP – modulators of GTP binding to HRas wildtype, primary screen, biochemical, bead-based flow cytometry, multiplex; GTPase HRas (Homo sapiens), P01112; GST-Ras wt beads, Bodipy-FL-GTP binding; actives lie on both sides; GTP binding activity, % at 10 µM; 190,000 tested, 0.14% active;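 active = GTP binding activity at least 20% away from the 100% baseline, either lowered as inhibitor or raised as activator; inconclusive = flagged as likely green fluorescent, judged across all proteins in the well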;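 also: 0% = unlabeled GTP competition control and 100% = no-compound control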
# Target sequence (P01112 whole entry, looked up): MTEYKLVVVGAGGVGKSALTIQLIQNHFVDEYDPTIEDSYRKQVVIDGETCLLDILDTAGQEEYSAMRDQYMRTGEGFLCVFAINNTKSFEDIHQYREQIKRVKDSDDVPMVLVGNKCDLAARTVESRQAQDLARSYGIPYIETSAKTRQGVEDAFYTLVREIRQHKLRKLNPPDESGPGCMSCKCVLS
# Avidin fluor – green autofluorescence of compounds with avidin beads – biophysical, 488/530 nm, flow cytometry, artefact control, profiling panel | AID 1775, 2009 | 220,000 tested, 0.38% active | compound fluorescence 488/530 nm; active compounds read high | fluorescence (KMESF) at 10 µM; in the data active = fluorescence above about 47; also: inactives centre near 10
# Pf gamet viab – late stage P. falciparum gametocyte viability inhibitors, primary screen, ATP luminescence, HTS. inhibition, % at 10.9 µM. 150,000 tested, 0.065% active. P. falciparum stage V gametocytes, 24 h;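 active = inhibition above the mean plus 3 SD of compounds within the control limits, set per campaign, cut at about 38% in these data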;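 also: 0% = DMSO wells and 100% = medium only without gametocytes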
# Rab2 wt GTP – modulators of GTP binding to Rab2A wildtype, primary screen, biochemical, dog, bead-based flow cytometry, multiplex | Ras-related protein Rab-2A (Canis lupus familiaris), P61105 | GST-Rab2 wt beads, Bodipy-GTP binding | GTP binding activity, % at 10 µM | 190,000 tested, 0.19% active | AID 760, 2007;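 active = GTP binding activity at least 20 points away from 100%, either lowered or raised; inconclusive = signal likely due to the compound's own green fluorescence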;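 also: 0% = beads with excess unlabeled GTP and 100% = no-compound control corrected for plate trend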
# The depositor's hits bear a star; ? = inconclusive; / = no result given.
SMILES,Mcl1 Bid PPI,Cdc42 wt,Mcl1 Noxa PPI,Mcl-1 Bim block,Rac1 wt GTP bind,Rac1 mut GTP,Rab7 wt modul,HRas wt GTP,Avidin fluor,Pf gamet viab,Rab2 wt GTP
CS(=O)(=O)N(CC(=O)NCCSC1CCCCC1)c1ccccc1,-25,99,22,1,100,96,102,99,19,/,99
CC(=O)C1C(=O)c2c(cccc2[N+](=O)[O-])C1=Nc1ccccc1C (configuration not stated),-8,/,7,0,/,/,/,/,13,0,/
CCN1CCN(CCNC(=O)c2cn(C(C)c3ccccc3F)nn2)CC1 (configuration not stated),-21,104,-4,-2,102,100,99,102,17,/,100
Cc1ccc(C(=O)c2oc3nc(C)cc(C)c3c2N)cc1,-88,92,9,0,90,93,92,91,31,18,92
Cc1cc(C)nc(Sc2c(C)nn(-c3ccccc3)c2C)n1,12,99,7,-4,102,99,96,99,30,19,102
Cc1ccnc(NC(=O)c2cccs2)c1,31,107,17,-3,103,100,95,104,13,/,102
C/C(CCC(C)C)=N\NC(=S)NCc1ccccc1,-93,95,-48,0,98,92,94,96,10,-9,97
Cc1nnc(C)n1N1C(=O)c2cccc3cccc(c23)C1=O,-1,99,4,0,104,98,100,101,35,3,99
Cc1cc([N+](=O)[O-])cc([N+](=O)[O-])c1NCC(C)C,-27,97,16,-1,102,97,106,99,11,5,101
O=C(NCCCN1CCOCC1)c1ccc(CNS(=O)(=O)c2ccc(F)cc2)cc1,-7,101,0,-1,101,99,104,100,3,19,102
COc1ccccc1CNC(=O)C1CC(=O)N(c2ccc(C)c(C)c2)C1 (configuration not stated),39,96,23,12,99,99,99,96,9,/,94
O=C(c1ccco1)N1CCCC(c2ccccc2)C1 (configuration not stated),2,99,-4,-1,105,96,103,101,14,/,98
O=C(NCc1ccc2[nH]c3c(c2c1)CCCC3)c1ccc(S(=O)(=O)N2CCOCC2)cc1,-17,103,14,5,105,97,101,100,7,/,102
c1ccc(Sc2ncnc3c2oc2ccccc23)cc1,8,104,-10,0,105,101,101,102,39,/,102
CC(C)(C)OC(=O)N1CCC(c2c(C(=O)O)cnn2-c2ccccc2)CC1,-24,101,-17,-1,102,99,98,97,11,/,95
COC(=O)c1ccc(OC)c(CSc2nnc(-c3ccc(C(C)(C)C)cc3)o2)c1,9,103,25,-7,101,100,96,100,37,/,100
C=C(C)COc1ccc(-c2[nH]ncc2Oc2cccc(OC)c2)c(O)c1,11,96,20,0,96,94,97,96,5,/,96
CC(C)(C)NC(=O)COC(=O)c1ccccc1Nc1ccc(SC(F)F)cc1,-71,100,-4,-7,102,98,99,97,25,6,97
O=C(/C=C/c1ccccc1)NC(=S)Nc1ccccc1C(=O)NC1CCCCC1,-48,100,12,1,99,96,100,100,9,/,101
Cc1ccc(CSc2nnc(-c3ccco3)n2N)cc1,-22,103,-7,0,103,99,99,101,15,0,98
CC1=C(C(=O)OC(C)C)C(c2ccc(Br)s2)NC(=O)N1C (configuration not stated),-4,100,1,-6,100,98,98,98,9,-13,101
Cc1cc2ncn(-c3ncnc4sc(C)c(C)c34)c2cc1C,-5,98,16,2,99,97,99,100,4,/,97
O=C(Nc1ccc(NC(=O)C2CC2)nc1)c1cnccn1,-10,95,7,9,100,95,104,100,14,/,97
O=C(C1CC1)N1CCc2cc(S(=O)(=O)N3CCOCC3)ccc21,-6,105,0,3,106,101,109,105,11,-23,106
COc1ccc(OC)c(S(=O)(=O)N2CCC(C(=O)Nc3cc(C)ccc3C)CC2)c1,-5,103,-9,0,105,100,104,103,14,/,101
CCOC(=O)/C=C/COc1ccccc1[N+](=O)[O-],-34,93,14,-1,97,96,101,97,10,/,97
O=C(NCC1CCCO1)c1onc(CSc2ccc(F)c(F)c2)c1C(=O)O (configuration not stated),20,94,25,-3,91,92,93,93,10,-2,90
COc1ccc(/C=N/Nc2ccc([N+](=O)[O-])cc2)cc1Cn1cc([N+](=O)[O-])cn1,58*,104,72*,-4,106,101,98,103,8,-22,101
Clc1ccccc1-c1nc(-c2cccnc2)no1,-1,96,18,-2,91,93,93,92,10,-5,95
CCn1c(SCC(=O)Nc2cc(C)c(Cl)cc2OC)nnc1-c1ccco1,-7,90,/,-3,87,90,91,92,13,/,92
O=C(Nc1nc2ccccc2[nH]1)C1CCCO1 (configuration not stated),-31,108,1,2,109,101,101,106,6,8,104
Cc1cc(C(=O)Cn2nnc(-c3ccc(Cl)cc3)n2)c(C)n1CC1CCCO1 (configuration not stated),-24,101,0,-2,102,94,91,100,20,/,93
Cn1c2c(c(=O)n(C)c1=O)CN(Cc1ccco1)CN2,-5,100,-2,-1,111,103,99,101,6,/,101
O=C(CSc1nc2ccccc2o1)Nc1ccccc1N1CCOCC1,-23,99,39,-5,99,96,95,98,30,/,96
CCOCCCNC(=O)CCc1ccc(S(=O)(=O)Nc2ccc(C)cc2)cc1,3,98,15,-2,98,95,96,97,9,-37,96
NC(=O)CC[C@H](NC(=O)c1ccc(F)cc1)C(=O)OCC(=O)Nc1c(F)c(F)c(F)c(F)c1F,0,100,-5,-7,104,97,88,96,2,-9,96
COc1cccc(/C=N/Nc2ccc(C(=O)O)cc2)c1O,-7,96,20,-1,97,97,96,95,6,-39,94
CC1=NNC(=O)C1C(c1ccccc1)C(C#N)C#N (configuration not stated),-53,?,14,0,?,?,?,?,14,-10,?
O=C(NCc1ccccc1F)C1CCCN1C(=O)NCc1ccccc1 (configuration not stated),0,102,11,-2,102,98,99,102,9,-2,100
O=C1NC(=S)SC1=C1CCCCCC1,-82,97,21,-3,100,96,103,100,14,/,101
Cc1cc(N/N=C/c2ccc(O)cc2O)nc(-c2ccccc2O)n1,-14,81,27,9,71*,89,94,79*,4,/,77*
O=C(/C=C/c1ccco1)Nc1nc(-c2ccccn2)cs1,-102,95,23,-2,95,95,101,96,9,-8,96
COc1ccc(NC(=O)CCN2C(=O)c3ccc([N+](=O)[O-])cc3C2=O)c(OC)c1,-42,104,-2,-4,107,101,98,103,8,20,103
Cn1c(SCC(=O)Nc2cccc(S(=O)(=O)NC3=NCCCCC3)c2)nnc1-c1ccncc1,-20,99,24,0,103,98,95,95,8,/,97
c1coc(-c2nnc3sc(-c4cccs4)nn23)c1,-27,98,36,0,93,94,93,95,9,1,94
Cc1cccc(-n2c(=O)[nH]c3c(C(N)=O)nc(CC(C)C)nc32)c1,-8,94,-9,2,92,93,96,92,12,/,93
CN(c1ccccc1)S(=O)(=O)c1cccc(NC(=O)CSc2nnc(N)s2)c1,-12,101,27,6,102,97,99,98,17,-20,98
O=C1c2ccccc2C(=O)N1CCCOc1ccccc1,7,?,1,-2,?,?,?,?,10,3,?
COc1ccc(C2CC(C(F)(F)F)n3nc(C(=O)O)cc3N2)cc1OC (configuration not stated),-19,97,22,-4,100,96,97,98,37,2,95
COc1ccc(OC)c2c(C)cc(N3CCN(C(=O)c4ccc(F)cc4)CC3)nc12,-43,102,17,-1,103,98,102,103,12,-4,102
O=S(=O)(c1ccc2c(c1)OCCO2)N1CCC(n2nnc3cc(C(F)(F)F)ccc32)CC1,1,100,18,-2,105,99,99,99,8,/,101
COc1ccc(CNC(=O)CCc2nc(-c3ccccc3F)no2)c(OC)c1,-7,103,-22,-3,101,102,100,102,17,/,101
O=[N+]([O-])c1cccc(C(=S)N2CCN(c3ccc(F)cc3)CC2)c1,-14,97,26,-5,99,95,108,97,9,-25,100
Cc1c(Cl)cccc1NC(=S)NCCN1CCOCC1,-71,99,6,-2,104,98,98,99,3,/,97
CSc1ccccc1NC(=S)Nc1cc(C)cc(C)c1,-39,96,0,-2,94,94,97,95,14,/,95
Cc1ccc(C(C)n2cc(C(=O)NCc3ccncc3)nn2)cc1 (configuration not stated),3,99,7,-2,101,98,97,99,13,-16,100
CCOCC(=O)Nc1c(C(=O)OCC)oc2ccccc12,5,100,4,-3,98,97,98,99,7,18,99
CCn1c(-c2csc(C(C)C)c2)n[nH]c1=S,-47,100,33,-9,98,99,100,98,3,-6,95
CN(C)c1nc(N)nc(CSc2nnnn2-c2ccccc2)n1,3,100,13,0,95,96,94,99,17,/,96
CCCCC(CC)CNC(=O)CCS(=O)(=O)c1cccc2nsnc12 (configuration not stated),1,101,0,0,101,99,97,99,26,/,99

# (further entries)
SMILES,Mcl1 Bid PPI,Cdc42 wt,Mcl1 Noxa PPI,Mcl-1 Bim block,Rac1 wt GTP bind,Rac1 mut GTP,Rab7 wt modul,HRas wt GTP,Avidin fluor,Pf gamet viab,Rab2 wt GTP
CC1CCN(Cc2ccc(NC(=O)CC3Oc4ccccc4NC3=O)cc2)CC1 (configuration not stated),-14,102,6,-3,101,98,97,99,6,/,98
Cc1cc(C)n(-c2ccc3nncn3n2)n1,-1,95,-5,-5,99,96,108,98,9,38*,102
O=C(CNc1ccc(Cl)cc1)c1ccc(Br)cc1,-15,94,-2,-3,97,96,105,100,11,13,100
CN(C(=O)c1ccc(C#N)cc1)c1nnc(-c2ccccn2)s1,-24,101,-10,2,105,100,102,100,27,/,100
COc1ccc(C(=O)C2CCN(S(=O)(=O)c3ccc4c(c3)OCCO4)CC2)cc1,3,96,21,0,92,94,94,97,16,15,97
Nc1ccn(-c2ccccc2)c(=O)c1,-9,107,14,-3,105,102,100,104,14,/,105
Fc1cnc(N2CCOCC2)nc1N1CCOCC1,-23,98,10,-1,95,95,97,96,13,14,94
CC(Oc1ccccc1)C(=O)OCC(=O)NC(=O)NCc1ccco1 (configuration not stated),-73,97,-12,-8,101,96,100,101,6,/,100
Cc1cc(C)c2nc(N3CCCC(C(=O)N4CCC(C(N)=O)CC4)C3)sc2c1 (configuration not stated),-13,99,0,3,98,98,96,99,7,-9,100

# Assay outcomes: PubChem, several laboratories

# Rows were taken by chance. About 2.7% of those tested had a hit in this group.
